# Screens from PubChem BioAssay.
# Myeloid diff 2 – induction of myeloid progenitor differentiation, primary screen, cell-based, flow cytometry, MLPCN library; ER-HoxA9 myeloid progenitors, lysozyme-GFP differentiation; calls only at 10 µM; hit rate 1% among 360,000;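 active means normalized GFP-positive differentiation at or above the plate's own cutoff, the solvent-only control mean plus 3 SD; inconclusive means no clear call, values can overlap the other calls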;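 further: cells exposed to compound for four days before flow analysis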
# Rac1 GTP hydrolysis – MgcRacGAP GTPase-activating activity inhibitors, confirmation, biochemical, ADP Hunter fluorescence; Rac GTPase-activating protein 1 (Homo sapiens); hit rate 0.6% among 340,000; inhibition, % at 30 µM; hits with a dose series show IC50 in µM; MgcRacGAP-stimulated Rac1 GTP hydrolysis, ADP Hunter fluorescence; higher % means a stronger effect; GST-tagged Rac1 F28L mutant substrate;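 active means first-screen hits whose inhibition reached a set limit at any dose in the follow-up dose series; inconclusive means inhibition above the set first-screen limit but never retested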;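 further: fluorescence reports GDP produced by GAP-driven GTP hydrolysis; strong numbers were not always called active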
# Myeloid diff 2 GFP+ MAC1+ % – second read-out of Myeloid diff 2, no call of its own (marks repeat the call); GFP+ MAC1+ double positive, %; measured here: differentiation confirmed by MAC1 staining
# Starred values were filed as active, the others as inactive; i = inactive; ? = inconclusive; · = no result given; + = active, no number. Not all compounds are listed; count on the stated rates, not on these rows.
SMILES,Myeloid diff 2,Myeloid diff 2 GFP+ MAC1+ %,Rac1 GTP hydrolysis
O=C(O)c1cc(=O)[nH]c2ccccc12,i,3.2,-12.9%
O=C(O)C12C3CCC(O3)C1(C(=O)O)C1CCC2O1 (stereo not drawn),i,1.3,-3.1%
NC(=S)NN=C1CCCC(C(F)(F)F)C1 (stereo not drawn),i,1.4,7.1%
CC(=O)c1cc2c(cc1NC(=O)CSc1ncccn1)OCO2,i,0.4,19.1%
COc1ccc(OC)c(C(=O)CSc2nnc(C3CC3)n2C2CC2)c1,i,0.7,6.6%
C[C@H]1CN(S(=O)C(C)(C)C)[C@H](CCO)/C1=C\CCO (stereo partly drawn),i,0.5,10.8%
O=C(NC(=S)Nc1cccc(NC(=S)NC(=O)c2ccccc2)c1)c1ccccc1,+,5.7*,18.6%
Cc1ccc(CN2CCC(C(=O)c3ccc(F)cc3)CC2)cc1,i,0.4,12.0%
COc1ccc(N2CCN(C(=O)C(=O)c3cn(CC(=O)N4CCCC4)c4ccccc34)CC2)cc1,i,0.5,11.1%
Cc1ccc(S(=O)(=O)N2C[C@H]3N(C(=O)OC(C)C)N(C(=O)OC(C)C)C[C@H](OC(=O)NCC4CCCCC4)[C@@]3(O)C2)cc1,i,0.9,10.0%
CC(=O)N1CCN(S(=O)(=O)c2cccc(C(=O)OCC(=O)NCc3ccccc3Cl)c2)CC1,i,0.5,4.4%
C[C@@H]1CN([C@H](C)CO)S(=O)(=O)c2ccc(-c3cccc(C(=O)N(C)C)c3)cc2O[C@H]1CN(C)C(=O)Nc1ccc(F)cc1,i,0.3,4.8%
CCN(C(=O)COC(=O)/C=C/c1ccc(Cl)c(Cl)c1)c1c(N)n(Cc2ccccc2)c(=O)[nH]c1=O,i,2.1,2.8%
CCOC(=O)C1(C(=O)OCC)NC(=O)CC1C (stereo not drawn),i,0.7,-2.0%
CCc1ccc([C@@H]2C[C@H]3[C@@H](CN2S(=O)(=O)c2ccc(C)cc2)C(=O)C[C@@H](c2ccc(C)cc2)N3S(=O)(=O)c2ccc(C)cc2)cc1,i,0.7,13.7%
COc1ccc2cc(N3CCCC3=O)ccc2c1,i,0.4,5.0%
COc1ncnc2c1ncn2CCCNCC(C)c1ccccc1 (stereo not drawn),i,0.5,11.9%
O=C(CCc1nc2ccccc2c(=O)[nH]1)NCCN1C(=O)S/C(=C\c2ccc(OC(F)F)cc2)C1=O,i,1.3,12.6%
Cc1nc2c(=O)[nH]c(=S)[nH]c2[nH]c1=O,i,1.3,97.5%
C[C@@H]1CN([C@@H](C)CO)C(=O)c2cc(-c3ccccc3F)cnc2O[C@H]1CN(C)Cc1cccc(F)c1,i,0.7,5.5%
COc1ccc(CCn2nnc3ccccc3c2=O)cc1OC,i,1.1,3.6%
COc1cc(C=C2NC(=O)NC2=O)ccc1O,i,0.9,19µM*
O=C(CCNC(=O)c1ccccc1Cl)Nc1ccc2c(c1)OCCO2,i,1.0,10.3%
CCOC(=O)C(Cc1ccc(O)cc1)Nc1nc2ccccc2o1 (stereo not drawn),i,1.1,12.2%
O=c1nc2n(CCO)c3ccccc3cc-2c(=O)[nH]1,i,0.6,-4.9%
Cc1ccc(S(=O)(=O)Nc2ccc3ncccc3c2[N+](=O)[O-])cc1,i,1.7,8.4%
CCN(CC(=O)Nc1ccccc1C(F)(F)F)CC(=O)c1[nH]c(C)c(C(C)=O)c1C,i,1.3,7.2%
CCC(C)c1ccc(O)c(NC(=S)NC(=O)c2cccs2)c1 (stereo not drawn),i,0.3,10.2%
O=S(=O)(Nc1ccc(-c2ccc(NS(=O)(=O)c3ccccc3)cc2)cc1)c1ccccc1,i,1.1,-20.9%
COc1ccc(OC)c(S(=O)(=O)N2CCCC(C(=O)NC3CC3)C2)c1 (stereo not drawn),i,0.4,9.2%
O=C(NC(=S)N1CCN(c2ccc(F)cc2)CC1)c1ccccc1,i,0.3,7.4%
Cc1nn(C)c(C)c1NC(=O)CSc1nc(-c2ccccc2F)nc2c1cnn2-c1ccccc1,i,0.0,3.9%
CC(C)Cc1nnc(NS(=O)(=O)c2ccccc2)s1,i,1.1,15.9%
O=C(CSc1ccccn1)NC1CCCc2c1cnn2-c1ccccc1F (stereo not drawn),i,2.3,2.5%
Nc1ccn([C@@H]2O[C@H](CNCc3ccc(OCC(=O)Nc4nccs4)cc3)[C@@H](O)[C@H]2O)c(=O)n1,i,0.7,2.2%
Cc1ccc(S(=O)(=O)NC(C)C(=O)OCC(=O)Nc2sccc2C(N)=O)cc1 (stereo not drawn),i,0.3,8.6%
O=C(O)c1ccccc1-c1ccccc1C(=O)Nc1ccc2c(c1)oc(=O)c1ccccc12,i,0.7,11.8%
C[C@H](CO)N1C[C@H](C)[C@@H](CN(C)C(=O)Cc2ccccc2)OCCCC[C@H](C)Oc2ccc(NC(=O)NC3CCCCC3)cc2C1=O,i,0.6,8.4%
COc1ccc(NC(=O)N(C)C[C@@H]2OCc3cn(nn3)CCCC(=O)N([C@@H](C)CO)C[C@H]2C)cc1,i,0.6,16.3%
c1ccc(-c2nnc(Cn3c4ccccc4c4nc5ccccc5nc43)o2)cc1,i,0.4,14.1%
CCCNS(=O)(=O)c1cc2c(cc1Br)CCN2C(=O)CC,i,1.3,3.4%
COc1cc(C=NNc2ccccc2[N+](=O)[O-])cc(OC)c1OC,i,0.4,6.5%
CN(C)C(=S)Oc1ccccc1C1(C)OCCO1,i,0.9,7.1%
N#CC1=CC2CN(Cc3ccccc3)C1C1C(=O)N(c3ccccc3)C(=O)C21 (stereo not drawn),i,0.9,-1.5%
O=C(Cc1ccccc1)c1ccccn1,i,7.0,1.3%
O=C(NCCCOc1ccc([N+](=O)[O-])cc1Cl)OCc1ccccc1,i,1.4,6.5%
CC(C)C[C@@H](CN1CCC[C@@H]1CN1C(=O)C(=O)NC[C@@H]1Cc1ccccc1)N1C[C@H](Cc2ccc(O)cc2)N(CC2CCCCC2)C(=O)C1=O,i,1.5,-3.1%
C=C(CCO)C1=CCN(S(=O)C(C)(C)C)[C@@H]1CCO (stereo partly drawn),i,1.1,7.2%
Cc1ccc(CN2CCNC(=O)C2CC(=O)NCCCn2nnc3ccccc32)cc1 (stereo not drawn),i,0.4,17.9%
Cc1cc(C)c(S(=O)(=O)N2CCN(C(=O)c3ccccc3OCc3c(C)noc3C)CC2)c(C)c1,i,1.2,5.8%
CC1=C(C(=O)N(C)C)CC(CC(=O)NC(c2ccccc2)c2ccccc2)C(=O)N1Cc1ccccc1 (stereo not drawn),i,0.7,9.4%
O=C(C[C@H]1C[C@@H]2c3cc(NS(=O)(=O)c4ccccc4)ccc3O[C@@H]2[C@H](CO)O1)NC1CCCC1,i,1.3,16.4%
COc1cc(CC(=O)C(=O)O)oc(=O)c1,i,0.8,10.2%
CCCCCC1C(=O)CCC1CC(=O)OC (stereo not drawn),i,1.2,3.9%
N=c1c2ccccc2nc2n1CCCCC2,i,0.6,5.5%
CC(=O)OC1CCC2C3CCC4OC(=O)CCC4C3CCC12C (stereo not drawn),i,1.0,-2.2%
COc1ccc(CC2(c3ccccc3)NC(=O)NC2=O)cc1 (stereo not drawn),i,2.3,2.1%
CC(C)CC1C(=O)N(Cc2cn(Cc3ccco3)nn2)CCS(=O)(=O)N1Cc1ccc(-c2ccccc2)cc1 (stereo not drawn),i,0.5,15.0%
O=C(Nc1ccn(CCCNCCc2ccccn2)c(=O)n1)OCc1ccccc1,i,1.5,15.7%
CC(C)C[C@@H](CNCC(=O)[C@H](C)NC(=O)c1[nH]cnc1C(=O)N[C@@H](C)CN)NC(=O)c1nc[nH]c1C(=O)N[C@@H](C)C(=O)O,i,1.0,4.6%

# 2 records picked at random from the list so far, as already listed:
SMILES,Myeloid diff 2,Myeloid diff 2 GFP+ MAC1+ %,Rac1 GTP hydrolysis
CC(C)C[C@@H](CNCC(=O)[C@H](C)NC(=O)c1[nH]cnc1C(=O)N[C@@H](C)CN)NC(=O)c1nc[nH]c1C(=O)N[C@@H](C)C(=O)O,i,1.0,4.6%
Cc1ccc(CN2CCNC(=O)C2CC(=O)NCCCn2nnc3ccccc32)cc1 (stereo not drawn),i,0.4,17.9%

# Further structures.
SMILES,Myeloid diff 2,Myeloid diff 2 GFP+ MAC1+ %,Rac1 GTP hydrolysis
O=C(O)c1ccc(COc2ccc([N+](=O)[O-])cc2Cl)cc1,i,0.8,7.6%
O=C1NC(=O)N(C2CCCCC2)CC1Br (stereo not drawn),i,1.4,3.0%
COc1cccc2ccc(CC(O)(c3ccccc3)c3ccccc3)nc12,i,0.6,-1.8%
Cc1cc(=O)oc2cc(OC(C)C(=O)N3CCOCC3)c(Cl)cc12 (stereo not drawn),i,0.5,7.8%
C[C@H]1CNC(=O)c2c(C(=O)N[C@@H](Cc3c[nH]c4ccccc34)C(=O)OC(C)(C)C)ncn21,i,0.8,13.1%
COc1cc(OC)c(N(C)S(=O)(=O)c2cccc(C(=O)OCC(=O)N(C)Cc3ccccc3)c2)cc1Cl,i,0.7,4.2%
O=C(OCc1ccccc1)N1CCC2CC1c1ccc(N3CCNCC3)cc12 (stereo not drawn),i,0.8,11.9%
COc1ccc(NS(=O)(=O)c2cccc(C(=O)N/N=C/c3c(F)c(F)c(F)c(F)c3F)c2)cc1,i,0.5,6.9%
CC(OC(=O)C1=COCCO1)C(=O)NC1CCCC(C)C1C (stereo not drawn),i,2.5,6.4%
Cn1c(=O)c2ncn(C)c2n(C)c1=O,i,0.8,-3.3%
O=C(c1cccc(Cl)c1)N1CCC2CC1c1cc(N3CCOCC3)ccc12 (stereo not drawn),i,0.4,10.9%
Cn1c(-c2ccccc2)cc(=NNS(C)(=O)=O)c2cc(S(=O)(=O)O)ccc21,i,0.5,11.1%
COC(=O)Cn1c(CN2CCN(c3ccccc3F)CC2)nc2c1c(=O)n(C)c(=O)n2C,i,3.3,9.5%
CCCCCCN1C[C@@H](n2cc(C3CC3)nn2)[C@H](O)C[C@@H]1c1ccc(Cl)cc1,i,1.0,5.4%
Nc1ncncc1-c1ccc(F)cc1,i,1.1,7.7%
C[C@H]1CN([C@@H](C)CO)S(=O)(=O)c2ccc(C#CC3(O)CCCC3)cc2O[C@@H]1CN(C)C(=O)Cc1cccnc1,i,0.3,11.2%
O=C1NC(c2ccc3ccccc3c2)Nc2ccccc21 (stereo not drawn),i,0.6,3.7%
Clc1ccc(-c2ccnc3nc(N4CCOCC4)nn23)c(Cl)c1,i,1.0,2.2%
CC(C)COC(=O)N(C)C[C@@H]1OCc2cnnn2CCCC(=O)N([C@H](C)CO)C[C@@H]1C,i,0.7,14.6%
N#CC1=C2CCCCC2(O)NC1=O (stereo not drawn),i,1.2,7.4%
O=c1[nH]c2cc(Cl)cc([N+](=O)[O-])c2c2ccc(Cl)cc12,i,2.7,9.7%
C[C@H]1CN([C@@H](C)CO)C(=O)CCCn2nncc2CO[C@H]1CN(C)S(=O)(=O)c1ccccc1F,i,0.4,13.7%
O=C1CCC/C1=c1\s/c(=C/c2cccnc2)c(=O)n1-c1ccccc1,i,0.8,2.4%
C[C@H]1CN([C@@H](C)CO)S(=O)(=O)c2ccc(-c3ccccc3)cc2O[C@H]1CN(C)C(=O)C1CCC1,i,0.4,-12.3%
O=C(NC1CC1)c1cccc(NC(=O)C2CCN(S(=O)(=O)c3ccccc3C(F)(F)F)CC2)c1,i,0.8,4.0%
Nc1ccc2c(c1)C(=NO)c1cc([N+](=O)[O-])ccc1-2,?,·,10.5%
O=C(O)C(Cc1ccccc1N(CCO)CCO)N1C(=O)c2ccccc2C1=O (stereo not drawn),i,0.1,0.1%
C[C@H](CO)N1C[C@H](C)[C@@H](CN(C)C(=O)c2ccc3ccn(C)c3c2)OCc2cn(nn2)CCCC1=O,i,0.8,11.3%
Cc1c(CCCl)c(Cl)n2c(nc3ccccc32)c1C#N,?,·,15.3%
Cc1cc2c(=O)[nH]c(N)nc2[nH]1,i,0.6,12.9%
O=C1Nc2ccccc2C1=Nc1ccccc1-c1ccccc1,i,0.8,3.8%
COc1ccc(C=NNC(=O)NN=Cc2ccc(OC)c(OC)c2)cc1OC,i,0.7,3.4%
CCOC(=O)c1csc(CCNC(=O)c2ccccc2)n1,i,1.0,8.0%
Nc1cc(Cl)cc2c1-c1ccc(Cl)cc1C2,i,2.0,10.2%
O=c1nc(Oc2ccccc2)nc2ncccn12,i,0.4,4.3%

# In the list so far, ten contain an NH in an aromatic ring:
SMILES,Myeloid diff 2,Myeloid diff 2 GFP+ MAC1+ %,Rac1 GTP hydrolysis
O=C(O)c1cc(=O)[nH]c2ccccc12,i,3.2,-12.9%
CCN(C(=O)COC(=O)/C=C/c1ccc(Cl)c(Cl)c1)c1c(N)n(Cc2ccccc2)c(=O)[nH]c1=O,i,2.1,2.8%
O=C(CCc1nc2ccccc2c(=O)[nH]1)NCCN1C(=O)S/C(=C\c2ccc(OC(F)F)cc2)C1=O,i,1.3,12.6%
Cc1nc2c(=O)[nH]c(=S)[nH]c2[nH]c1=O,i,1.3,97.5%
O=c1nc2n(CCO)c3ccccc3cc-2c(=O)[nH]1,i,0.6,-4.9%
CCN(CC(=O)Nc1ccccc1C(F)(F)F)CC(=O)c1[nH]c(C)c(C(C)=O)c1C,i,1.3,7.2%
CC(C)C[C@@H](CNCC(=O)[C@H](C)NC(=O)c1[nH]cnc1C(=O)N[C@@H](C)CN)NC(=O)c1nc[nH]c1C(=O)N[C@@H](C)C(=O)O,i,1.0,4.6%
C[C@H]1CNC(=O)c2c(C(=O)N[C@@H](Cc3c[nH]c4ccccc34)C(=O)OC(C)(C)C)ncn21,i,0.8,13.1%
O=c1[nH]c2cc(Cl)cc([N+](=O)[O-])c2c2ccc(Cl)cc12,i,2.7,9.7%
Cc1cc2c(=O)[nH]c(N)nc2[nH]1,i,0.6,12.9%
